BAZ2B block = blocks human BAZ2B | Q9UIF8 | AlphaScreen BAZ2B-H3K14Ac peptide displacement | Potency, µM (top dose mostly 114 µM), without a hit: at the highest dose activity change, negative = inhibition, most hits filed as inhibitors | hit rate 4.4% among 360,000; also: potency is read from the fitted curve at half-maximal effect; % is scaled to controls: 0 for no effect and ±100 for the full control effect; nearly all actives have a fitted effect of over 60% in size
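Multi-concentration screen (max 110 uM) measuring displacement of acetylated histone H3 peptide from BAZ2B by AlphaScreen, using 50 nM protein, 50 nM peptide and 10 ug/mL streptavidin donor plus Ni-chelate acceptor beads.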
ERG Ets-DNA blk = blocks human ERG Ets domain binding to DNA; P11308; fluorescence polarization, His-ERG Ets domain / labelled DNA; Potency, µM (titrated, usually from 76.9 µM), inactives show at the highest dose FP activity, negative = inhibition, hits mostly inhibitors; hit rate 0.028% among 370,000; AID 624246; active = well fitted inhibition curve with a large enough effect in the polarisation, with a control signal flat; inconclusive = small, poorly fitted or top-dose-only effect, or effect the other way, or a change in a side signal; inactive = no such curve, though single readings can be large or run the other way; the % refers to the polarisation;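 also: polarization taken with two DNA probes labelled with fluorescein and Texas red; potency is read from the fitted curve at half-maximal effect; % of control where 0% means no effect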
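His-tagged ERG Ets domain (1 uM in the protein solution; 300mM KCl, 50mM Tris-HCl, 1mM EDTA, 1mM DTT, pH 7.5) received compound, then a probe mix of 5 nM fluorescein-DNA and 100nM Texas-615-DNA. Fluorescence polarization was read for both dyes.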
JMJD2A Tudor inh = JMJD2A Tudor domain (human) inhibition; AlphaScreen JMJD2A-Tudor / H3K4me3 peptide binding; Potency, µM (titrated, usually from 114 µM), for inactives: at the highest dose activity change, negative = inhibition, hits mostly inhibitors; hit rate 4.4% among 390,000; AID 504339; also: potency is read from the fitted curve at half-maximal effect; % is scaled to controls: 0 for no effect and ±100 for the full control effect; nearly all actives have a fitted effect of over 50% in size
PI4K2A block = inhibitors of human PI4K2A. Q9BTU6. purified PI4K2A, ADP-Glo luminescence, 1 h; hits give low values. activity change, negative = inhibition, % at 76.9 µM. hit rate 0.13% among 420,000; in the data active = activity change below about -50%; inconclusive = mostly about -30% to -49%;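 also: -100% = wells without enzyme as full effect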
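In this quantitative HTS, ADP production by PI4K2A was quantified luminescently after 1 h at ambient temperature; 100 microM adenosine served as plate-quality control.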
GLS inhibitor = inhibitors of human glutaminase (GLS) | GLS enzymatic activity, qHTS titration | Potency, µM (series often up to 45.5 µM), inactives show at the top dose activity change, negative = inhibition, usual class: inhibitors | hit rate 0.21% among 410,000 | AID 624170; also: potency is read from the fitted curve at half-maximal effect; % is scaled to controls: 0 for no effect and ±100 for the full control effect
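Assay buffer: 45 mM KH2PO4 pH 8.2, 0.02% Tween-20. hKGA acts on L-glutamine (1 mM solution added); product glutamate is reported by an oxidase/peroxidase Amplex Red coupling, with fluorescence taken at baseline and 30 min.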
RGS4 inh = human RGS4 inhibition; Potency, µM (titrated, usually from 114 µM), inactives show top-dose activity change, negative = inhibition, hits mostly inhibitors; hit rate 0.039% among 390,000; P49798; Transcreener GDP fluorescence polarization, RGS4-accelerated GTP hydrolysis; also: potency is read from the fitted curve at half-maximal effect; % is scaled to controls: 0 for no effect and ±100 for the full control effect; nearly all actives have a fitted effect of over 75% in size; some results filed as inactive show a strong effect at the top dose
Target sequence (P49798 whole entry, looked up): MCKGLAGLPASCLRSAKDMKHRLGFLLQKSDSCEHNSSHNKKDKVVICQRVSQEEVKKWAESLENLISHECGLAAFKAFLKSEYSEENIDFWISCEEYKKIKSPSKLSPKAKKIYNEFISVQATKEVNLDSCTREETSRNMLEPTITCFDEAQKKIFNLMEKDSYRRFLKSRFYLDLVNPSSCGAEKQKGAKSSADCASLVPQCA
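MLSMR compounds (23 nl, pin-transferred) preincubated 10 min at room temperature with a 500nM (2x) first reagent, then RGS4 at 900nM (2x) plus Transcreener GDP mix added; fluorescence polarization (620/688 nm) read before and after 90 min at 30 °C.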
HP1b chromo inh = HP1-beta chromodomain-methylated histone interaction inhibition; AID 540317; hit rate 0.56% among 390,000; Potency, µM (doses to about 114 µM), for inactives: at the highest dose activity change, negative = inhibition, most hits filed as inhibitors; AlphaScreen HP1-beta / biotin-H3K9me3 peptide binding; also: potency is read from the fitted curve at half-maximal effect; nearly all actives have a fitted effect of over 70% in size; inactives centre near 23
Target sequence (P83916 whole entry, looked up): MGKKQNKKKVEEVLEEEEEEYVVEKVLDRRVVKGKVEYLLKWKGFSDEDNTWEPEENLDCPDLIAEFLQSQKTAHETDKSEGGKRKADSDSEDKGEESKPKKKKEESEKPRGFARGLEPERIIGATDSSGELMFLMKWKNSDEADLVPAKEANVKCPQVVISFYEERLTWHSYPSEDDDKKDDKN
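AlphaScreen: HP1-beta (50 nM) preformed 30 min with biotin-H3(1-18)K9me3 peptide (50 nM) in PBS pH 7.4, 0.01% Tween-20. Compound added for 30 min at RT, then streptavidin donor/nickel chelate acceptor beads (10 ug/mL) for 30 min.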
G9a block = G9a (human) methyltransferase inhibition; G9a H3K9 monomethylation, AlphaScreen, 2 h; Potency, µM (titrated, usually from 102 µM), without a hit: at the highest dose activity, negative = inhibition, usual class: inhibitors; hit rate 8.8% among 350,000; also: potency is read from the fitted curve at half-maximal effect; % is scaled to controls: 0 for no effect and ±100 for the full control effect; nearly all actives have a fitted effect of over 75% in size
Target sequence (Q96KQ7 913-1193 limits assumed): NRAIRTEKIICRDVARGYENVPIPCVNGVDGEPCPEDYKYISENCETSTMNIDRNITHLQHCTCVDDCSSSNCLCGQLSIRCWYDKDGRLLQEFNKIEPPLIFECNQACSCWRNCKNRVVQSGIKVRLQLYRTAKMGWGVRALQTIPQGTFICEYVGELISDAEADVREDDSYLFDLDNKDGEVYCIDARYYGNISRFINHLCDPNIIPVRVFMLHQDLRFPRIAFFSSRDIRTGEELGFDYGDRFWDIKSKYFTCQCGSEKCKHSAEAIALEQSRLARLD
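Quantitative HTS format: methyltransferase activity on a biotin-tagged H3K9 peptide is measured by AlphaScreen, using a rabbit anti-monomethyl-H3K9 antibody with streptavidin donor and anti-IgG acceptor beads. Final levels are 20 nM enzyme, 500 nM peptide, 20 uM SAM; 2 h RT.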
12-LOX inh = blocks human arachidonate 12S-lipoxygenase | P18054 | purified 12hLO, xylenol orange hydroperoxide absorbance | Potency, µM (series often up to 108 µM), inactives show top-dose activity change, negative = inhibition, usual class: inhibitors | hit rate 1.1% among 580,000; also: potency is read from the fitted curve at half-maximal effect; % is scaled to controls: 0 for no effect and ±100 for the full control effect
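Purified human 12hLO at 150 nM in 25 mM Hepes, 0.01% Triton X-100, pH 7.0, preincubated 15 min at room temperature with compound. Reaction started with 40 uM arachidonic acid, 30 min at room temperature. Hydroperoxide measured by Fe-xylenol orange, 573/405 nm absorbance ratio.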
The depositor's hits bear a star; ? = inconclusive; . = no result given; & = joins results of further samples; ! = not confirmed by another sample; [ ] = remark or other dose. Unless noted, calls follow the shape of the dose curve; as a rule, active = well fitted curve in the direction sought with a large enough effect; inconclusive = small, poorly fitted or top-dose-only effect, or another doubt; inactive = no such curve, though single readings can be large; an effect the other way counts as inactive or inconclusive. An excerpt; rates above refer to the full screens.

SMILES	BAZ2B block	ERG Ets-DNA blk	JMJD2A Tudor inh	PI4K2A block	GLS inhibitor	RGS4 inh	HP1b chromo inh	G9a block	12-LOX inh
CC(=O)Nc1cccc(C(=O)OCCCOc2ccc(F)cc2)c1	8%	-2%	2%	4	2%	7%	24%	.	-5%
Oc1ccc(C=Nc2ccccc2-c2nc3ccccc3[nH]2)c(O)c1	8%	8%	-20%	1	31%[activator]	-3%	28%	75%[activator][59 µM]	-20%
CC(C)C(=O)NC(c1ccccc1)c1cc([N+](=O)[O-])c2cccnc2c1O (stereo unspecified)	5.6µM*	-1%	?	2	15%	-3%	-9%	?	?
O=[N+]([O-])c1cc([N+](=O)[O-])c(Oc2c(F)ccc(F)c2F)cc1NN1CCCCC1	?	-26%	?	-1	16%	-7%	?	32µM*	21%
Cc1ccc(-n2c(SCC(=O)N/N=C/c3c(C)nn(-c4ccccc4)c3C)nc3ccccc3c2=O)cc1	9%	8%	-10%	-1	5%	-4%	19%	4%[59 µM]	-19%
CN(C)CCC(C(=O)c1ccccc1)c1ccccn1 (stereo unspecified)	.	0%	-6%	0	-1%	18%	30%	.	.
Cc1nnc(SCC(=O)NCCN2C(=O)CSC2=O)n1-c1ccccc1	-14%	2%	3%	0	-8%	17%	33%	-7%	-14%
CCOC(=O)c1c(NC(=O)CN2C(=O)NC(C)(c3ccccc3)C2=O)sc(C)c1C (stereo unspecified)	-13%	-1%	?	3	9%	8%	-2%	2%[59 µM]	-17%
O=C(CCCCn1c(=O)c2ccccc2n(CC(=O)Nc2ccc(F)cc2F)c1=O)NCc1ccccc1Cl	-1%	1%	-4%	0	-1%	7%	28%	-26%[59 µM]	-18%
CC(C)n1c(C(=O)OCC(=O)NCc2ccc3c(c2)OCO3)cc2sccc21	-35%	.	-31%	3	-6%	-3%	14%	-47%[59 µM]	4%
CCOC(=O)c1cccc(NC(=O)/C=C/c2ccc3c(c2)OCO3)c1	5%	6%	1%[57.1 µM]	-3	0%	-28%	34%	9%[59 µM]	19%
O=C(N[C@@H](Cc1ccccc1)C(=O)NC1CC1)c1ccc(Cl)cc1	-14%	-1%	-4%	5	3%	6%	1%	11%	-14%
CC(C)(C)C(=O)O/N=C(\N)c1c(Cl)cccc1Cl	10%	-2%	-11%	-2	-5%	0%	14%	.	?
O=S(=O)(NC1CC1)c1ccc(S(=O)(=O)N2CCc3ccccc32)cc1	-32%	-2%	-7%	6	-3%	-9%	23%	?	-1%
CCN1/C(=C/C(C)=C/c2sc3ccccc3[n+]2CC)Sc2ccccc21	22µM*	.	18µM*	-51*!	?	?	?	18µM*	35µM*!
COC(=O)c1cccc(Nc2c3c(nc4ccccc24)CCC3)c1	-17%	5%	-27%	9	3%	8%	-7%	?	?
Cc1cccc(OCC(O)CN2CCN(CCN3C(=O)c4cccc5cccc(c45)C3=O)CC2)c1C (stereo unspecified)	?	2%	40µM*	-4	2%	-2%[56.9 µM]	?	?	-8%
COc1cccc(-c2nc3c(C#N)c[nH]n3c2NC2CCCC2)c1OC	-12%	-1%	-10%	0	?	-3%	28%	-4%[59 µM]	7%
COc1ccc(-c2ccc3c(c2)[C@@H]2C[C@H](N(C)S(=O)(=O)c4ccccc4)[C@H]([C@H](C)O)C(=O)N2CC3)cc1	.	-7%	-22%	0	-2%	1%	36%	.	-1%
CCOc1ccccc1NC(=O)N(Cc1ccc(C)o1)C1CCN(C(C)=O)CC1	-21%	-1%	-23%	0	-2%	10%	2%	-7%[59 µM]	0%
NC(N)=N/N=C/c1ccc(Br)cc1	-13%	-5%	-15%	-2	-20%	-1%	20%	-30%	-35%&-23%
CSc1ncc(Cl)c(C(=O)Nc2c(C(=O)c3ccc(Cl)cc3)oc3ccccc23)n1	-4%	-5%	-17%	-7	-2%	5%	16%	-31%[59 µM]	-16%
O=C(c1ccc(Cl)c(S(=O)(=O)N2CCCCCC2)c1)N1CCN(c2ccc(O)cc2)CC1	?	5%	?	-3	20%	-15%	?	?	?
COC(=O)c1ccc(N)c(N=CC2=C(O)CC(C)(C)CC2=O)c1	?	4%	?	1	4%	1%	-9%	13%[59 µM]	-16%
COc1ccc(NC2CC(=O)N(c3cccc([N+](=O)[O-])c3)C2=O)cc1 (stereo unspecified)	-17%	0%	-18%	-5	?	-14%	25%	?	?

Later entries.
SMILES	BAZ2B block	ERG Ets-DNA blk	JMJD2A Tudor inh	PI4K2A block	GLS inhibitor	RGS4 inh	HP1b chromo inh	G9a block	12-LOX inh
CC1CN(Cc2ccccc2)C(=S)NC1=O (stereo unspecified)	.	-8%	-5%	0	-2%	23%	26%	.	-2%
Cc1c(C(=O)O)sc2nc(SCC(=O)Nc3ccc(S(=O)(=O)NC(C)(C)C)cc3)[nH]c(=O)c12	.	-9%	-6%	-2	-5%	16%	26%	-45%	-10%
O=C(c1ccccc1Cl)c1c(O)c2ccccc2oc1=O	.	-10%	2%	-1	8%	-8%	46%[activator]	.	?
CC(C)c1ccc(/C=C/C(=O)NCCCN2CCOCC2)cc1	12%	-5%	-6%	-7	-9%	-24%	33%	13%[59 µM]	13%
O=C(NCc1ccccc1Cl)c1ccc(Cn2cc(C(F)(F)F)ccc2=O)cc1	-6%	-7%	-22%	3	-1%	22%	8%	17%	-19%
N#Cc1ccccc1NC(=O)c1ccccc1OCC(=O)NCc1ccco1	-38%	-1%	-11%	-1	2%	-42%	16%	6%[12.7 µM]	-10%
O=C(NC(=O)c1ccccc1Cl)Nc1ccc(-c2cnco2)cc1	-1%	3%	6%	-3	-3%	8%	42%[activator]	30%[59 µM]	-4%
CC(=O)OC(C(=O)n1nc(C)cc1C)c1ccccc1 (stereo unspecified)	?	-7%	37%[activator]	-1	1%	-13%	20%	12%[59 µM]	0%
C#CCn1cnc2c(cnn2-c2ccc(F)cc2)c1=O	3%	-1%	-10%	2	-1%	8%	16%	8%[59 µM]	0%
CC(C)S(=O)(=O)C1=NSC2=NC(=O)/C(=C\c3ccc(-c4ccccc4)o3)C(=N)N21	?	.	-26%	-2	14%	-6%	1%	?	25µM*
CCc1cc(C(=O)Cc2nc3ccccc3[nH]2)c(O)cc1O	-4%	-4%	-18%	-1	14%	-24%	48%[activator]	7%	-4%
CCCCN1Cc2ccccc2Oc2cc(Br)ccc2S1(=O)=O	.	-2%	2%	2	-1%	8%	53%[activator]	.	1%
Cc1cc(C)c(S(=O)(=O)N2CCC(C(N)=O)CC2)cc1C	9%	.	-14%	2	14%	-21%	22%	-6%	13%
COc1ccc(Nc2cc(Nc3cccc(OC)c3)ncn2)cc1	3%	-8%	-23%	3	0%	5%	4%	-3%	34%[activator]
COc1cccc(-c2nnn(C/C(N)=N/O)n2)c1	-8%	-1%	-9%	-5	23%	-26%	31%[activator]	?	22%

Gathered by group: the entries above with a Cl atom (8)
SMILES	BAZ2B block	ERG Ets-DNA blk	JMJD2A Tudor inh	PI4K2A block	GLS inhibitor	RGS4 inh	HP1b chromo inh	G9a block	12-LOX inh
O=C(CCCCn1c(=O)c2ccccc2n(CC(=O)Nc2ccc(F)cc2F)c1=O)NCc1ccccc1Cl	-1%	1%	-4%	0	-1%	7%	28%	-26%[59 µM]	-18%
O=C(N[C@@H](Cc1ccccc1)C(=O)NC1CC1)c1ccc(Cl)cc1	-14%	-1%	-4%	5	3%	6%	1%	11%	-14%
CC(C)(C)C(=O)O/N=C(\N)c1c(Cl)cccc1Cl	10%	-2%	-11%	-2	-5%	0%	14%	.	?
CSc1ncc(Cl)c(C(=O)Nc2c(C(=O)c3ccc(Cl)cc3)oc3ccccc23)n1	-4%	-5%	-17%	-7	-2%	5%	16%	-31%[59 µM]	-16%
O=C(c1ccc(Cl)c(S(=O)(=O)N2CCCCCC2)c1)N1CCN(c2ccc(O)cc2)CC1	?	5%	?	-3	20%	-15%	?	?	?
O=C(c1ccccc1Cl)c1c(O)c2ccccc2oc1=O	.	-10%	2%	-1	8%	-8%	46%[activator]	.	?
O=C(NCc1ccccc1Cl)c1ccc(Cn2cc(C(F)(F)F)ccc2=O)cc1	-6%	-7%	-22%	3	-1%	22%	8%	17%	-19%
O=C(NC(=O)c1ccccc1Cl)Nc1ccc(-c2cnco2)cc1	-1%	3%	6%	-3	-3%	8%	42%[activator]	30%[59 µM]	-4%

Single records (already shown). Values in the order: BAZ2B block	ERG Ets-DNA blk	JMJD2A Tudor inh	PI4K2A block	GLS inhibitor	RGS4 inh	HP1b chromo inh	G9a block	12-LOX inh
COc1ccc(Nc2cc(Nc3cccc(OC)c3)ncn2)cc1 in the list: 3%	-8%	-23%	3	0%	5%	4%	-3%	34%[activator]
COc1cccc(-c2nnn(C/C(N)=N/O)n2)c1 in the list: -8%	-1%	-9%	-5	23%	-26%	31%[activator]	?	22%

Screening results from PubChem.
